GAA850 FXN act = FXN promoter activators, primary screen, cell-based, luciferase luminescence, HEK293 lucGAA850; HEK293 lucGAA850 FXN promoter luciferase reporter, 24 h; percent of 10 µM SAHA response; activation, % at 6 µM; hit rate 0.56% among 360,000;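 active means activation above the average of all compounds screened plus 3 SD, cutoff fixed separately per campaign, cut at about 7.5% in these data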;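 further: 0% = DMSO wells and 100% = 10 µM SAHA wells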
hgDAF12 agonist = H. glycines DAF-12 receptor agonists, primary screen, cell-based, luminescence, HEK293, GAL4 fusion, UAS-luciferase | Nuclear hormone receptor DAF-12 (Heterodera glycines), GAL4 fusion | HEK293 GAL4-hgDAF12 UAS-luciferase reporter, agonist luminescence; normalized to butyrate control | activation, % at 6.8 µM | hit rate 1.8% among 370,000 | AID 687014, 2013;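 active means activation above a cutoff set at the mean of all screened compounds plus 3 SD, cut at about 10% in these data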;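 further: 0% = DMSO wells and 100% = sodium butyrate wells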
DAX1 inh-1 = DAX1 (NR0B1) inhibitors on StAR promoter, primary screen, cell-based, luminescence, SF-1 (NR5A1), full-length DAX-1 | HEK293T StAR-luciferase reporter, SF-1/DAX-1 repression relief | inhibition, % at 6.8 µM | hit rate 1.1% among 370,000 | AID 652010, 2013;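 active means inhibition above the mean over all tested compounds plus 3 SD, cut at about 3.6% in these data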;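 further: 0% = DAX-1 cells with DMSO and 100% = cells lacking DAX-1 with DMSO; higher inhibition means more luminescence from relief of DAX-1 repression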
sPLA2-III inh = human group III sPLA2 inhibitors, primary screen, biochemical, QFRET, BODIPY PC-A2 liposome substrate. QFRET BODIPY PC-A2 liposome hydrolysis, fluorescence. inhibition, % at 12.2 µM. Group 3 secretory phospholipase A2 (Homo sapiens), Q9NZ20. AID 743126, 2013. hit rate 0.56% among 370,000;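 active means inhibition above mean plus 3 SD of compounds lying within the high and low control bounds, cut at about 19% in these data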;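 further: 0% = median of test compound wells and 100% = no enzyme DMSO wells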
ADAM10 inh = human ADAM10 inhibitors, primary screen, biochemical, QFRET, HTS. hit rate 0.62% among 370,000. AID 720582, 2013. Disintegrin and metalloproteinase domain-containing protein 10 (Homo sapiens), O14672. recombinant ADAM10, EDANS/DABCYL FRET peptide cleavage, 3 h. inhibition, % at 7 µM;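 active means inhibition above a per-campaign cutoff equal to the mean of compounds falling between control-based bounds plus 3 SD, cut at about 20% in these data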;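 further: 0% = DMSO wells while the 100% control is not disclosed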
GC-B act = human GC-B receptor activators, primary screen, HEK293 GC-B cells, cGMP TR-FRET, EC30 CNP; activation, % at 10 µM; 0% at EC30 CNP, 100% saturating CNP; Atrial natriuretic peptide receptor 2 (Homo sapiens), P20594; hit rate 0.11% among 370,000;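 active means activation at 10 µM reaching about 35% in either raw or pattern-adjusted values, limit read from the data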
ssDAF12 agonist = S. stercoralis DAF-12 nuclear receptor activators, primary screen, cell-based, luminescence, HEK293, GRIP1 co-expression, lit1-tk-luc | activation, % at 6.8 µM | HEK293 ssDAF-12/GRIP1 lit1-tk-luc reporter; % of 3 µM dafachronic acid response | Nuclear hormone receptor DAF-12 (Strongyloides stercoralis) | hit rate 1% among 370,000 | AID 652126, 2013;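 active means activation above the mean over all tested compounds plus 3 SD, cut at about 0.9% in these data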;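 further: 0% = DMSO-only wells and 100% = 3 µM delta7-dafachronic acid wells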
GC-A act = GC-A stimulated cGMP production enhancers – HEK293 GC-A cells, cGMP TR-FRET, EC30 ANP, primary screen. Atrial natriuretic peptide receptor 1 (Homo sapiens), P16066. 0% at EC30 ANP, 100% saturating ANP. activation, % at 10 µM. hit rate 0.14% among 370,000; in the data active means activation above about 40%
Target sequence (P16066 whole entry, looked up): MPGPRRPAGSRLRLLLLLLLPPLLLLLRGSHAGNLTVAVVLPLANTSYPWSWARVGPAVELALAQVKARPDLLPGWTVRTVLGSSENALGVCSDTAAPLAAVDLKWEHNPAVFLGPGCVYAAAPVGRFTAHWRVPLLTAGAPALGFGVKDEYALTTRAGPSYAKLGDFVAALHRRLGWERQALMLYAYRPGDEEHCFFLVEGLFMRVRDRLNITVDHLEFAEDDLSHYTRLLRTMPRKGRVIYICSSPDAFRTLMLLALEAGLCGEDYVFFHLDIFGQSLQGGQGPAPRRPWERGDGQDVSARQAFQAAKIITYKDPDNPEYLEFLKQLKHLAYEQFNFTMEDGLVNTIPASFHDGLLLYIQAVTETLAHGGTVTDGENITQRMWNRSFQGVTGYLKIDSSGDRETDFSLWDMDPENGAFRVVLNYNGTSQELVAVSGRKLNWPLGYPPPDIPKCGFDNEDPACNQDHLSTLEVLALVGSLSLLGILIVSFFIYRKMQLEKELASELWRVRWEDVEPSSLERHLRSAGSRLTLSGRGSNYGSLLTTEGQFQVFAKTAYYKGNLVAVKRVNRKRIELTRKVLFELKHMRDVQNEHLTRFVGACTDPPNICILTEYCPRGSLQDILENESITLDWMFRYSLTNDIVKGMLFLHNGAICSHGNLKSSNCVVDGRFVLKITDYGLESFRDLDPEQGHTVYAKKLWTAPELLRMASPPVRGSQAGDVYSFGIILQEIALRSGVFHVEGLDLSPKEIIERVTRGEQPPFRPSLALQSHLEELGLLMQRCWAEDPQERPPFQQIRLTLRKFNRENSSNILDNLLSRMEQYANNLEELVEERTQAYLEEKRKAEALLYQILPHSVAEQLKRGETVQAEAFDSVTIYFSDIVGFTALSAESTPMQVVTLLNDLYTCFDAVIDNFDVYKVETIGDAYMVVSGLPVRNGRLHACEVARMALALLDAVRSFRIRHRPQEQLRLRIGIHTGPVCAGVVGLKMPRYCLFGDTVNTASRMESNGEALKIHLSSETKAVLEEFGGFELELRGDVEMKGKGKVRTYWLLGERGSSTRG
hcDAF-12 act = H. contortus DAF-12 nuclear receptor activators, primary screen, cell-based, luminescence, HEK293, lit1-tk-luc reporter; HEK293 hcDAF-12 lit1-tk-luc reporter; 0% DMSO, 100% Δ7-dafachronic acid; activation, % at 6.8 µM; hit rate 1.4% among 370,000;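 active means activation above the mean of all tested compounds plus 3 SD, cut at about 5.5% in these data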;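 further: 100% = response to 3 µM Δ7-dafachronic acid high control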
DAX1 inh-2 = DAX1 (NR0B1) inhibitors, primary screen, cell-based, HEK293, Gal4-DAX1, luciferase luminescence; hit rate 0.99% among 340,000; HEK293 Gal4-DAX1 luciferase reporter; AID 504766, 2011; Nuclear receptor subfamily 0 group B member 1 (Homo sapiens), P51843; inhibition, % at 6.75 µM;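 active means inhibition above the mean over all tested compounds plus 3 SD, cut at about 4.2% in these data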;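 further: 0% = DAX1-transfected cells with DMSO and 100% = empty-vector control cells with DMSO; inhibition shows as a rise in luminescence from relieved DAX1 repression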
SMARCA2 activ = SMARCA2 (BRM) function activators, primary screen, cell-based, luminescence, high throughput | AID 652017, 2013 | MG213 cells, MMTV-luciferase reporter, dexamethasone, overnight | activation, % at 9.1 µM | hit rate 1% among 370,000; in the data active means activation above about 7.8%;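 further: 0% = vehicle wells and 100% = reference activator wells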
An asterisk follows results filed as active; / = no result given.

SMILES	GAA850 FXN act	hgDAF12 agonist	DAX1 inh-1	sPLA2-III inh	ADAM10 inh	GC-B act	ssDAF12 agonist	GC-A act	hcDAF-12 act	DAX1 inh-2	SMARCA2 activ
O=C(c1cnccn1)N(Cc1ccco1)C1(C(=O)NC2CCCCC2)CCCCC1	1.6	-1.2	-0.7	2	0	-3	-1.4	-8	1.8	0.4	0
C=CCn1c(-c2ccccc2OCC)n[nH]c1=S	-0.2	-0.8	0.4	10	-4	-2	0.4	2	4.7	0.2	-2
CCCCC(=O)Nc1ccc(C)c(S(=O)(=O)N2CCCCCC2)c1	1.2	-1.2	-2.6	4	-14	5	-2.0	-5	-2.4	0.8	-4
O=C(NCc1ccc(F)cc1)c1cc(-c2ccco2)on1	-2.3	2.0	-0.3	-5	-4	1	-0.9	-1	-0.5	-0.9	0
Oc1c(Cl)cc(Cl)c(Cl)c1CN1CCOCC1	2.7	1.6	0.4	-4	-7	3	-0.9	2	2.3	3.3	-1
C[C@H](O)[C@@H]1C(=O)N2CCc3c([nH]c4c(-c5ccccc5)cccc34)[C@@H]2C[C@@H]1N(C)C(=O)Nc1ccccc1	/	-1.7	0.5	-38	-153	-5	-0.9	-8	-1.2	/	-2
Cc1cc(C)c(Cn2c3ccccc3c3cnn(CC(=O)NCCN4CCOCC4)c(=O)c32)c(C)c1	-0.4	0.3	-0.5	-17	-18	-4	-1.7	-3	0.0	0.0	-1
CC(NC(=O)c1ccc2ccccc2n1)c1ccccc1 (centres undefined)	0.2	-0.7	-0.6	-4	-2	-2	-0.7	-4	-0.2	5.4*	-1
Cc1cc2oc(C(=O)NC3CCS(=O)(=O)C3)c(C)c2cc1C (centres undefined)	-2.4	0.2	-0.3	0	-14	-4	-1.2	6	-1.4	-0.2	0
CN1CCN(CCCc2c3c(cc4c2CCC4)CCC3)CC1	-0.9	-0.6	0.8	11	-8	-1	-1.5	0	-0.6	-0.5	-2
COc1ccc(C(=O)NC(=S)NNC(=O)c2ccc(C)cc2)cc1	-1.6	-0.1	-0.4	19	5	10	-0.8	4	1.9	0.3	1
O=C1CCCC2=C1C(c1cccc(O)c1)C1=C(N2)c2ccccc2C1=O (centres undefined)	2.0	-0.3	-1.2	-4	-2	-9	-1.3	-5	-0.4	-1.0	0

Retrieved one by one from the entries so far, 2 records:
SMILES	GAA850 FXN act	hgDAF12 agonist	DAX1 inh-1	sPLA2-III inh	ADAM10 inh	GC-B act	ssDAF12 agonist	GC-A act	hcDAF-12 act	DAX1 inh-2	SMARCA2 activ
CC(NC(=O)c1ccc2ccccc2n1)c1ccccc1 (centres undefined)	0.2	-0.7	-0.6	-4	-2	-2	-0.7	-4	-0.2	5.4*	-1
O=C(c1cnccn1)N(Cc1ccco1)C1(C(=O)NC2CCCCC2)CCCCC1	1.6	-1.2	-0.7	2	0	-3	-1.4	-8	1.8	0.4	0

More compounds follow:
SMILES	GAA850 FXN act	hgDAF12 agonist	DAX1 inh-1	sPLA2-III inh	ADAM10 inh	GC-B act	ssDAF12 agonist	GC-A act	hcDAF-12 act	DAX1 inh-2	SMARCA2 activ
CN(C)CCCNc1nc(N)c([N+](=O)[O-])c(NCCO)n1	-1.1	2.1	0.0	3	7	-2	-0.2	2	-1.1	1.9	2
CCOc1ccc(N(CC(=O)NCc2ccc(F)cc2)C(=O)c2snc(C(N)=O)c2N)cc1	-2.1	0.1	0.0	-2	0	0	-1.2	-6	1.5	-1.0	-2
CSc1ccc(NC(=O)Nc2cc(C)ccn2)cc1	4.3	19*	3.0	15	-4	-3	0.9*	5	7.0*	2.2	1
CC(C)n1c(-c2ccccc2F)n[nH]c1=S	2.1	-2.4	-0.6	8	-1	4	-1.6	2	-2.3	0.9	-2
CN(CC(=O)Nc1ccccc1C(F)(F)F)C(=O)Cc1ccccc1F	0.3	-0.8	0.1	1	-3	2	-0.4	-1	-1.0	0.9	-1
Cc1ccoc1C(=O)Nc1cccc(Oc2ccccc2)c1	6.6	12*	1.2	-4	10	-7	-0.2	-1	1.8	4.0	6
CN(C)C(=O)CNc1n[nH]c(=S)[nH]c1=O	2.0	-0.6	-0.3	4	-8	2	-1.1	-1	1.2	1.4	-4
Cc1ccc(Cl)cc1S(=O)(=O)N1CCC(C(=O)NC2CCN(Cc3ccccc3)CC2)CC1	-2.9	-3.5	-1.0	-11	4	-1	-1.5	0	-3.2	-2.6	-4
CCN(CC(=O)NC(c1ccccc1)c1ccccc1)Cc1nc2ccccc2c(=O)[nH]1	-0.2	-1.4	-0.3	3	-5	-20	-1.3	-22	-2.5	-0.5	-1
O=C(c1ccccc1)N1CCCC(C(=O)N2CCc3ccccc3C2)C1 (centres undefined)	-3.0	-0.7	-0.3	0	0	-2	-1.2	-2	-2.0	1.1	-2
O=C(NCc1ccco1)/C(=C\c1ccco1)NC(=O)c1ccccc1Cl	2.6	1.9	0.0	0	2	0	-1.2	0	-1.6	2.6	-3
CN(C(=O)c1ccc(COc2ccccc2Br)o1)c1ccccc1	3.8	-0.3	0.4	0	5	0	-1.1	0	-1.6	0.1	-2
CCc1cccc(CC)c1N1C(=O)C2=C(SCCCS2)C1=O	1.0	1.1	-0.9	-13	0	-4	-1.6	-8	-2.5	0.0	-3
Fc1cccc(-c2nn[nH]n2)c1	2.7	1.3	0.0	1	3	2	-0.3	1	-1.4	0.3	1
C=CCn1c(N2CCCCCC2)nc2c1c(=O)[nH]c(=O)n2C	1.3	-2.3	0.2	2	-6	-1	-0.8	3	-0.9	0.3	0
O=C(Cc1cc(=O)[nH]c(=O)[nH]1)NCc1ccc(Cl)cc1	-0.7	-0.4	0.9	-11	-11	7	-1.1	2	0.7	2.9	1
CNS(=O)(=O)c1cc(-c2nnc(Nc3ccc(NC(C)=O)cc3)c3ccccc23)ccc1C	-0.3	-1.0	-0.1	5	7	1	-1.1	0	-1.6	0.1	3
CCCCN(C(=O)CSc1n[nH]c(-c2ccc(C)cc2)n1)c1c(N)n(CCCC)c(=O)[nH]c1=O	0.9	-0.9	-0.7	-10	-10	3	-0.7	-4	-1.5	0.1	1
CCC1(c2ccccc2)NC(=O)N(CC(=O)Nc2ccc(OC)nc2)C1=O (centres undefined)	0.0	-2.4	0.7	-37	-9	5	-0.5	0	0.5	1.6	-3
Cc1cnnc2ccc3c(no[n+]3[O-])c12	1.4	-0.3	-0.4	2	-6	-8	-1.0	-1	2.0	1.1	0
CN(CC(=O)NCCCN1CCOCC1)S(=O)(=O)c1ccc(Br)cc1	-1.1	-0.4	0.6	-3	-16	5	-1.6	4	-1.3	-0.7	0
CCCCNC(=O)CSc1nnc(-c2ccco2)n1C	2.9	0.8	-0.4	1	-2	4	-0.9	-2	-0.8	0.5	-6
Cn1c(SCC(=O)NCCN2CCCCC2)nc2cccnc21	/	1.1	0.0	1	5	-5	-1.4	3	-0.2	/	5
NC(=O)C1CCN(CC(=O)Nc2ccccc2Sc2ccccc2)CC1	3.8	-1.9	-0.2	2	3	0	-1.5	2	-3.1	0.7	-3
Cc1nc2ccccc2c(=O)n1-c1ccc(F)c(NC(=O)c2cccs2)c1	0.5	-2.2	-0.8	2	-3	2	-0.7	-1	-2.3	0.9	-1
COc1ccc(N=NC2=C(O)CC(C)(C)CC2=O)cc1	6.6	6.4	2.2	5	12	3	-0.1	1	1.7	1.9	0
O=C(NCc1ccncc1)C(=O)Nc1nccs1	1.5	-0.2	0.2	2	7	-2	-1.5	0	-0.1	1.8	-3
CC(=O)Nc1ccc(S(=O)(=O)NC2=C(N3CCN(c4ccc(F)cc4)CC3)C(=O)c3ccccc3C2=O)cc1	-1.9	-2.7	-0.8	10	-11	-2	-0.7	-2	-1.0	-0.7	-4
CCc1nc(SCC(=O)Nc2nccs2)c2oc3ccccc3c2n1	0.0	-2.3	-0.6	-1	3	-3	-1.0	8	2.2	-1.2	0
COc1cc(OC)cc(-c2c(C#Cc3ccsc3)c3cc(-c4ccc(C(N)=O)cc4)ccc3n2C)c1	4.3	0.0	0.0	15	-45	-8	-1.3	-2	-1.0	1.9	-1
C=CCn1c(-c2cc(-c3ccc(C)cc3)nc3ccccc23)n[nH]c1=S	5.1	-2.5	0.6	-8	-29	-8	-1.5	-3	0.5	-1.9	0
COc1ccc(S(=O)(=O)N2CCCC(C(=O)NCCC(C)C)C2)cc1 (centres undefined)	0.4	-2.4	-0.2	-2	-1	4	-1.2	-1	0.0	0.1	3
OCCN1CCN(CCCN2c3ccccc3Sc3ccc(C(F)(F)F)cc32)CC1	-1.3	-3.7	0.2	-13	-18	-25	-1.8	-29	-1.5	-1.2	-7
CC1=NN(c2ccccc2)C(=O)C1C(=O)c1ccc([N+](=O)[O-])cc1 (centres undefined)	-1.2	0.0	-0.5	7	-5	-3	0.8	2	4.2	0.5	-3
COc1ccc(CNC(=S)NC(C)CCc2ccccc2)cc1 (centres undefined)	1.4	0.9	0.2	0	9	-2	-1.1	-4	-0.5	1.3	1
COc1ccc(NC(=O)c2cc3ccccc3oc2=O)c(OC)c1	4.4	11*	1.4	0	5	8	0.4	-6	4.6	2.0	8
CN(Cc1cn(C)nc1-c1ccccc1F)Cc1nccn1C	-0.6	1.9	0.2	5	-8	1	-0.7	-4	-1.2	-1.2	-4
Cn1cc(C=CC(=O)O)c2nccnc21	-1.0	1.9	0.0	-3	-8	7	1.3*	-4	4.1	0.3	1
O=C(O)c1ccc(/C=N/Nc2ccc(C(F)(F)F)cn2)cc1	7.5	19*	4.2*	1	1	-6	3.4*	8	6.0*	1.3	5
Cc1ccc(-n2nnnc2SCC(=O)NC2CCCc3ccccc32)cc1 (centres undefined)	-1.5	-3.2	-0.7	-8	2	-1	-0.7	-1	0.0	-0.1	-2
CC1(C2CCC3(C)OC3C2)CO1 (centres undefined)	3.6	5.0	0.2	3	-11	-3	-1.5	2	1.4	1.5	0
Cc1ccc(NC(=O)CSc2ccc(-c3cccnc3)nn2)cc1Cl	-1.9	0.9	-1.8	-6	1	3	-1.8	-5	-1.6	-1.7	-3
CCOc1ccccc1NS(=O)(=O)c1ccc2oc(=O)ccc2c1	0.8	1.8	0.1	-5	-5	-3	-1.6	-2	0.2	1.7	0
COc1ccc(-c2nnc(SC(C)C(=O)Nc3cccc(Cl)c3)o2)cc1 (centres undefined)	3.4	8.9	3.2	-18	8	-1	-0.7	-8	2.7	0.7	3

Compound activity as filed in PubChem.
